High-throughput results as filed in PubChem.
Pf growth 48h = P. falciparum growth inhibition at 48 hours (one generation) | P. falciparum luciferase growth in erythrocytes, 48 h | Potency, µM (top dose mostly 28.7 µM), for inactives: at the highest dose activity change, negative = inhibition, usual class: inhibitors | 310,000 compounds, 5.9% hits
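Read-out is firefly luciferase luminescence from an integrated reporter in P. falciparum, so falling signal marks reduced parasite growth. Infected erythrocytes were at 2% hematocrit and 0.1% parasitemia (final) in Albumax-supplemented RPMI 1640.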
LmPK inh = LmPK (Leishmania mexicana) enzyme inhibition. purified LmPK, Kinase-Glo ATP luminescence, 1 h. Potency, µM (titrated, usually from 57.5 µM), for the others: at the top dose activity change, negative = inhibition, most hits filed as inhibitors. 290,000 compounds, 0.37% hits. AID 1721
Target sequence (Q27686 whole entry, looked up): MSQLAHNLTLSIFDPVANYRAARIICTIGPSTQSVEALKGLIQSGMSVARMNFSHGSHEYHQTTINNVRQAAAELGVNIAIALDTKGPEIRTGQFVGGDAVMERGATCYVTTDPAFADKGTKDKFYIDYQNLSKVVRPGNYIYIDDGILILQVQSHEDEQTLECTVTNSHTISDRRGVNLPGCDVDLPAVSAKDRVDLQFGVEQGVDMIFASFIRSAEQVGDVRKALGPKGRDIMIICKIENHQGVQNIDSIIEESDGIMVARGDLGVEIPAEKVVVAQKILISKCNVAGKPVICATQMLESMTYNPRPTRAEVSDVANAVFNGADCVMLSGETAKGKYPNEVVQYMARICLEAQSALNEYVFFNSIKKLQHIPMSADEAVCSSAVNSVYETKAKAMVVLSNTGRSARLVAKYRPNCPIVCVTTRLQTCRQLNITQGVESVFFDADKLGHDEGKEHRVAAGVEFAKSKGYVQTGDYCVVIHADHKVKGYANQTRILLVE
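Purified LmPK (0.1 nM) with 0.5 mM PEP and 0.1 mM ADP in imidazole buffer pH 7.2 with MgCl2/KCl, 1 h at room temperature. ATP formed was read by luciferase luminescence and normalized to no-enzyme and uninhibited controls.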
Pf growth 96h = inhibits malaria parasite growth, 96 h; Potency, µM (series often up to 28.7 µM), inactives show at the top dose activity change, negative = inhibition, hits mostly inhibitors; P. falciparum luciferase reporter growth, 96 h; AID 504834; 320,000 compounds, 6.9% hits
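Erythrocytes infected with luciferase-expressing P. falciparum were dispensed at 2% hematocrit and 0.05% parasitemia (final), then incubated with compounds 96 hours at 37 C in 5% CO2. Luminescence after detection reagent addition reported growth.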
Sm TGR inh = blocks Schistosoma mansoni thioredoxin glutathione reductase. 360,000 compounds, 3% hits. purified TGR, DTNB reduction, TNB absorbance 405 nm. Q962Y6. Potency, µM (doses to about 114 µM), for the others: top-dose activity change, negative = inhibition, most hits filed as inhibitors; note: nearly all actives have a fitted effect of over 60% in size
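TGR 20 nM + NADPH 100 uM (dispensed conc.), cpd preinc 15 min RT; start with NADPH (500 uM addition) then DTNB (15 mM addition). Kinetic TNB absorbance, 405 nm filter. Four-parameter Hill fit across titration.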
HCV inhibitor = HCV inhibition; Potency, µM (highest dose often 41.8 µM), without a hit: at the highest dose activity change, negative = inhibition, most hits filed as inhibitors; Huh7.5.1 HCVcc-Cre infection, luciferase reporter, 44 h; 340,000 compounds, 3.4% hits; AID 651820
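Cells seeded at 1,000/well and cultured 4 h, then compounds added followed by HCVcc-Cre virus (~0.5 moi). After 44 h further culture, luciferase substrate was added, plates held 15 min at room temperature, and luminescence read for 15 sec.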
Tb PYK inh = inhibitors of Trypanosoma brucei pyruvate kinase; AID 624173; TbPYK enzyme, Kinase-Glo Plus ATP luminescence, 45 min; Q57TT1; Potency, µM (doses to about 76.8 µM), for inactives: at the highest dose activity, negative = inhibition, most hits filed as inhibitors; 410,000 compounds, 0.12% hits; note: nearly all actives have a fitted effect of over 50% in size
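Quantitative HTS: titrated library compounds versus trypanosomal pyruvate kinase in TEA buffer (pH 7.2) containing KCl, MgCl2, BSA and Tween-20. Reactions were initiated with ADP, 130 uM final. Kinase-Glo Plus luminescence was read after 45 min at RT.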
Starred values were filed as active, the others as inactive; u = inconclusive; x = no result given; & = joins results of further samples; [ ] = remark or other dose. Calls come from the whole dose curve; as a rule, active = well fitted curve in the direction sought with a large enough effect; inconclusive = small, poorly fitted or top-dose-only effect, or another doubt; inactive = no such curve, though single readings can be large; an effect the other way counts as inactive or inconclusive. % is set by controls: 0 for no effect and ±100 for the full control effect; potency is the fitted concentration of half-maximal effect.

Value order: Pf growth 48h | Pf growth 96h | LmPK inh | HCV inhibitor | Tb PYK inh | Sm TGR inh
- Cc1cc(-c2ccccc2)n(-c2ccc(C(N)=O)cc2)n1
  5% | u | 0% | 11% | -1% | 6%
- O=C1CN(C(=O)c2cccc(Br)c2)c2ccccc2N1
  3% | 5% | 0% | u | 3% | 5%
- O=C(CCOc1ccccc1)Nc1ccnn1C1CCN(Cc2ccc(F)cc2)CC1
  0% | -12% | 2% | u | -12% | -6%
- COCc1c(C(=O)Nc2nc(C)cs2)oc2ccccc12
  16% | 43%[activator] | 6% | u | 1% | 0%
- C=CC#CC1(O)CC(C)[N+](C)(C)CC1C (stereo not given)
  -1% | -14% | 0% | 0% | -1% | 13µM*
- CSC[C@H](NC(=O)COc1cc2c(c3oc(=O)cc(C)c13)CCC(C)(C)O2)C(=O)O
  1% | -4% | 3% | 1% | -9% | -2%
- COc1cccc(NC(=O)c2nnn(Cc3ccc(Br)cc3F)c2N)c1
  -8% | u | -1% | u | -4% | 6%
- Cc1ccc(C)c(CN2C(=O)COc3ccc(C(=O)c4ccccc4C(=O)O)cc32)c1
  u | u | 4% | 8% | 2% | -6%
- CCOC(=O)Cc1csc(NC(=O)CSc2nnnn2-c2ccc(C)c(C)c2)n1
  3% | u | 3% | 13% | 3% | 1%
- Cc1ccc(CCNC(=O)C2CCCN(S(=O)(=O)N3CC(C)CC(C)C3)C2)cc1 (stereo not given)
  -12% | 54%[activator] | 0% | -16% | 2% | -2%

Compound profiles (already shown). Order of values: Pf growth 48h	Pf growth 96h	LmPK inh	HCV inhibitor	Tb PYK inh	Sm TGR inh
`O=C(CCOc1ccccc1)Nc1ccnn1C1CCN(Cc2ccc(F)cc2)CC1` across the screens: 0%	-12%	2%	u	-12%	-6%
`CSC[C@H](NC(=O)COc1cc2c(c3oc(=O)cc(C)c13)CCC(C)(C)O2)C(=O)O` across the screens: 1%	-4%	3%	1%	-9%	-2%

Next section.
Value order: Pf growth 48h | Pf growth 96h | LmPK inh | HCV inhibitor | Tb PYK inh | Sm TGR inh
- CC(=O)c1ccc(S(=O)(=O)N(C)CCCC(=O)NCc2ccc3c(c2)OCO3)cc1
  u | u | x | -1% | 6% | u
- Clc1ccc2c(c1)C(c1ccccc1Cl)=NCc1nncn1-2
  -26% | u | 3% | u | 0% | -19%
- Cc1cc2c(cc1S(=O)(=O)Nc1ccc(C(C)C)cc1)OCCN2C
  u | 12µM* | x | x | -2% | 5%
- O=C(CCCN1C(=O)c2cccc3cccc(c23)C1=O)N1CCN(c2ccccc2O)CC1
  u | u | 2% | -20% | -10% | -3%
- O=C(O)c1cccc(NS(=O)(=O)c2ccc3c(c2)OCCCO3)c1
  -5% | 24% | 5% | 11% | 1% | 1%
- COCCNC(=O)[C@H]1N2C(=O)c3c(ccc(OC)c3OC)C2SC1(C)C (stereo not given in full)
  27% | 11% | -5% | 8% | -1% | 18%
- COc1cccc(CC(=O)Nc2cc(S(=O)(=O)N3CCOCC3)ccc2N2CCOCC2)c1
  u | 10µM* | 6% | 11% | -2% | 9%
- COc1ccccc1CNC(=O)CN(C)S(=O)(=O)c1ccc2c(c1)c(=O)n(C)c(=O)n2C
  -16% | 37%[activator] | -3% | -1% | 2% | 4%
- CN1C(=O)C2ON(c3ccccc3)C(c3cccs3)C2C1=O (stereo not given)
  5% | 9.3µM* | 2% | 19%&20% | -7% | 5%
- O=C1N=C(N2CCCC2)CN1c1ccccc1
  8% | 7% | 0% | 12% | 9% | -6%
- COc1ccc(OC)c([C@@H]2OCCC=C[C@H]2C)c1
  1% | -10% | 3% | -10%[8.37 µM] | 3% | -21%
- Cc1nc2sc(C(c3ccco3)N3CCN(c4cccc(Cl)c4)CC3)c(O)n2n1 (stereo not given)
  10% | 0% | 1% | u | u | 0%
- CC(/C=C/c1ccccc1)=N/NC(=O)Cn1nnc(N)n1
  6% | 2% | 0% | 17% | 6% | -4%
- CCN(CC)c1ncnc2c1cnn2C
  x | 28% | 0% | 19% | -1% | -31%
- Cc1ccc(NC(=O)c2cc(S(=O)(=O)N3CCCCC3)cs2)cc1
  x | u | 7% | u | -6% | 2%
- COc1cccc(NC(=O)Nc2cc(C(=O)O)ccc2C)c1
  29% | x | -9% | 22% | 1% | -10%
- O=C(CSc1nnnn1-c1ccccc1)N1CCCc2ccccc21
  x | u | 1% | -15% | -9% | -13%
- Cc1ccc(CNC(=O)c2cc3c(=O)n(C)c4ccccc4c3n2C)o1
  x | 9.3µM* | 14% | -23% | -8% | -26%
- COc1ccc(C(=O)c2c3ccc([N+](=O)[O-])cc3[n+]([O-])n2CCCN)cc1
  u | u | x | u | -11% | 25µM*
- c1cc(Nc2cccc3nccnc23)c2nccnc2c1
  -11% | 10% | -4% | -34% | -5% | 8%
- CC(=O)N1CCOCCOCCOCC1
  -17% | -23% | -12% | -5% | 3% | 0%
- O=C(CSc1nc(=O)n(CCN2CCOCC2)c2c1CCC2)Nc1ccc(OC(F)(F)F)cc1
  10µM* | -32% | x | u | 1% | 1%
- CCOC(=O)C1=C(c2ccccc2)N=C2SCC(=O)N2C1c1ccc2c(c1)OCO2 (stereo not given)
  0% | x | 3% | 14% | -2% | 5%
- O=C(CCN1C(=O)c2ccccc2C1=O)NC(=S)Nc1cccc(Cl)c1
  6% | 37%[activator] | 4% | -11% | 2% | -16%
- C=CCn1c(-c2csc3ccccc23)n[nH]c1=S
  x | u | 11µM* | 11% | u | -31%
- COc1cc(C(C)=O)ccc1OCc1cc(C(=O)N(C)CCC2CCCCO2)no1 (stereo not given)
  -6% | -11% | 6% | 10% | -4% | -5%
- C[C@@H](C(=O)Nc1ccccc1N1CCOCC1)N1C(=O)C2CC=CCC2C1=O (stereo not given in full)
  x | u | 3% | 7% | -13% | -9%
- COc1ccc(NC(=S)N(CCCN2CCOCC2)C(C)c2cc3ccccc3o2)cc1 (stereo not given)
  u | -13% | 6% | 0% | -2% | 0%
- Cc1ccc(CCCOC(=O)CN2CCCCC2)cc1
  3% | -27% | 0% | 15% | 3% | 1%
- Cc1nn(Cc2ccc(F)cc2)c(C)c1NC(=O)c1cc(-c2ccc3c(c2)OCO3)on1
  8% | u | 4% | u | -4% | 0%

Looked up one by one from the entries so far, 6 records:
Value order: Pf growth 48h | Pf growth 96h | LmPK inh | HCV inhibitor | Tb PYK inh | Sm TGR inh
- COc1ccc(NC(=S)N(CCCN2CCOCC2)C(C)c2cc3ccccc3o2)cc1 (stereo not given)
  u | -13% | 6% | 0% | -2% | 0%
- Cc1ccc(CCCOC(=O)CN2CCCCC2)cc1
  3% | -27% | 0% | 15% | 3% | 1%
- COc1cc(C(C)=O)ccc1OCc1cc(C(=O)N(C)CCC2CCCCO2)no1 (stereo not given)
  -6% | -11% | 6% | 10% | -4% | -5%
- CC(=O)N1CCOCCOCCOCC1
  -17% | -23% | -12% | -5% | 3% | 0%
- C[C@@H](C(=O)Nc1ccccc1N1CCOCC1)N1C(=O)C2CC=CCC2C1=O (stereo not given in full)
  x | u | 3% | 7% | -13% | -9%
- O=C(CCN1C(=O)c2ccccc2C1=O)NC(=S)Nc1cccc(Cl)c1
  6% | 37%[activator] | 4% | -11% | 2% | -16%

(further entries)
Value order: Pf growth 48h | Pf growth 96h | LmPK inh | HCV inhibitor | Tb PYK inh | Sm TGR inh
- OC1(CNCc2ccccc2)C2CC3CC(C2)CC1C3 (stereo not given)
  -19% | u | 3% | 17% | 3% | 10%
- CCC(C)N1CCN(S(=O)(=O)c2ccc3ccccc3c2)CC1 (stereo not given)
  x | 2% | -3% | 6% | 7% | 8%
- COC(=O)c1c(-c2c(Cl)cccc2Cl)noc1NC(=O)NN1CCOCC1
  13µM* | 1.3µM* | -6% | -3% | -8% | 3%
- CCCCCCCCN1C(=O)C(O)=C(C(C)=O)C1c1ccccn1 (stereo not given)
  u | -15% | -4% | 6% | -2% | 2%
- CC(C)C[C@H](NC(=O)c1[nH]cnc1C(=O)N[C@H](C)c1ccccc1)C(=O)OCc1ccccc1
  u | u | 10% | -11% | -2% | -2%
- CC(C)(C)C(=O)Nc1nnc(SCC(=O)NCc2ccco2)s1
  5% | 1% | -1% | 11% | 0% | u
- CCCc1cc(C(=O)Nc2ccc(CC)cc2)no1
  186%[activator] | u | -4% | -16% | -5% | -2%
- COc1ccc(NC(=O)/C(=C\c2ccco2)NC(=O)c2ccco2)cc1
  6% | u | -6% | 2% | -2% | -27%
- CN(C(=O)CS(=O)(=O)c1cccc(Cl)c1)c1ccccc1
  4% | u | -2% | -6% | -2% | -4%
- CS(=O)(=O)Nc1ccc(C2=NN(S(=O)(=O)c3ccccc3)C(c3cccs3)C2)cc1 (stereo not given)
  u | -25% | -2%[11.5 µM] | -6% | 3% | -1%
- CC(=O)OC1C[C@H](O[C@@H]2C(O)C[C@H](O[C@@H]3C(O)C[C@@H](OC4CC[C@]5(C)C(CCC6C5CC(O)[C@@]5(C)C(C7=CC(=O)OC7)CC[C@@]65O)C4)OC3C)OC2C)O[C@H](C)[C@H]1O[C@H]1OC(CO)C(O)C(O)C1O (stereo not given in full)
  8.5µM* | 4.8µM* | x | x | 1% | x
- O=C(Nc1ccc2ncccc2c1)c1cccc(Br)c1
  81%[activator] | -22% | -1% | -7% | -10% | 18%
- COCCNC(=O)CSc1nc2cc(OC)c(OC)cc2c(=O)n1CCC1=CCCCC1
  15% | 58%[activator] | -1% | -18%&17% | -2% | 4%
- CCCc1ccc2oc(C(=O)NCCN3CCCC(C(N)=O)C3)c(C)c2c1 (stereo not given)
  -3% | 0% | -10% | u | -5% | u
- O=c1ccc2cc(S(=O)(=O)Nc3ccc(Br)cc3)ccc2o1
  3% | u | 6% | -9% | -8% | 7%
- CCOC(=O)COc1cc(Br)c(/C=N/Nc2ccccc2)cc1OC
  8.3µM* | 10µM* | 2% | 2% | 2% | -40%
- CCN1CCc2nc(NC(=O)C(c3ccccc3)c3ccccc3)sc2C1
  x | 8.3µM* | 7% | 3% | 0% | -18%
- CCN=C1SC(C(=O)Nc2ccc(OC)cc2)CC(=O)N1CC (stereo not given)
  10% | 9% | 1% | -11% | 4% | -12%
- COc1ccc(/C=C/c2cccc[n+]2C)c(O)c1
  u | 187%[activator] | 6% | 8.9µM* | -1% | 0%
- Cc1ccccc1Nc1nnc(SCc2nc3ccccc3c(=O)[nH]2)s1
  -3% | 9% | 6% | x | x | -10%
- O=C(c1ccc2c(c1)OCO2)N1CCN=C1SCc1ccccc1
  -6% | -4% | 0% | 2% | -4% | -8%
- COCCN1CCN(C(=O)C2CCC(=O)N(CCc3ccc(Cl)cc3)C2)CC1 (stereo not given)
  -10% | 12% | 0% | x | 5% | -20%
- CCOP(=O)(c1ccc(N(C)C)cc1)C(O)c1cc(OC)c(OC)c(OC)c1 (stereo not given)
  -10% | -9% | 1% | 0% | 10% | -4%
- COc1ccc(CNC(=O)Cn2nc([N+](=O)[O-])c(Br)c2C)cc1
  3% | 24% | -10% | 4% | -16% | 2%
- O=C(NCc1cccc(F)c1)c1ccc2nc(N3CCOCC3)sc2c1
  -18% | -11% | 0% | -22% | -8% | -1%
- CN(CCC#N)C(=O)CC1(Cc2ccccc2)CCOC(C)(C)C1 (stereo not given)
  14% | 28% | 1% | 7% | -1% | -4%
- Cc1ccc(Cl)cc1-n1c(O)c(C=NCCCN2CCOCC2)c(=O)[nH]c1=O
  12% | -42% | -5% | 0% | 1% | -33%
- COc1cc(C)c(CN2CCCCC2CO)cc1C (stereo not given)
  u | u | -5% | 5% | 12% | 3%
